# Screening results deposited in PubChem BioAssay by several laboratories.
# PP1 inh: PP1-alpha phosphatase inhibitors, primary screen, counter-screen for PP5 inhibitor project, biochemical, fluorescence, OMFP substrate, single point. Serine/threonine-protein phosphatase PP1-alpha catalytic subunit (Homo sapiens), P62136. purified PP1alpha. inhibition, % at 6.7 µM. 320,000 compounds, 0.9% hits;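 active = inhibition above the mean inhibition of all tested compounds plus 3 SD, computed separately for each screening campaign, cut at about 15% in these data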
# Target sequence (P62136 whole entry, looked up): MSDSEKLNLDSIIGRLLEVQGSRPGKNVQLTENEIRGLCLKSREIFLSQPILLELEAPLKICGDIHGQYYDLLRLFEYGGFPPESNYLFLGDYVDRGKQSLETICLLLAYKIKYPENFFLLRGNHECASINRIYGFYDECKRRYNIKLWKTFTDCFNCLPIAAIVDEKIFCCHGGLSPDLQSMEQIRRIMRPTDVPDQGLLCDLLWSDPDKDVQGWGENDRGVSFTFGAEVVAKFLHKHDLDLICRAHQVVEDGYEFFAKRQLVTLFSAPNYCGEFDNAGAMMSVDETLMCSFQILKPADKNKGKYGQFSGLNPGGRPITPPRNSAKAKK
# TPT1 inh: Candida albicans TPT1 enzyme inhibitors, primary screen, biochemical, fluorescence polarization; recombinant caTPT1, FP RNA substrate dephosphorylation; inhibition, % at 5 µM; 300,000 compounds, 0.81% hits;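 active = inhibition above the mean of all tested compounds plus 3 SD, set per screening campaign, cut at about 24% in these data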;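 also: plate controls were DMSO alone for no effect and ferristatin control at 100 nM for full effect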
# Fh CTSL1 inh: Fasciola hepatica cathepsin L1 inhibitors, primary screen, counter-screen for PFM18AAP inhibitor project, biochemical, QFRET, fluorogenic peptide substrate. recombinant F. hepatica cathepsin L1, Z-Leu-Arg-MCA fluorescence. inhibition, % at 5.96 µM. 300,000 compounds, 0.49% hits. AID 1906, 2009;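 active = inhibition above the mean of all tested compounds plus 3 SD, set per screening campaign, cut at about 17% in these data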;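 also: 0% = plate median of test compound wells and 100% = 1 µM Z-Phe-Ala-diazomethylketone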
# proCasp3 act: activators of human procaspase-3 D3A mutant, primary screen, biochemical, absorbance, PC-3 D3A mutant, single concentration; activation, % at 8.5 µM; recombinant procaspase-3 D3A, Ac-DEVD-pNA absorbance 405 nm; AID 463141, 2010; 330,000 compounds, 0.11% hits;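 active = activation above the mean of all tested compounds plus 3 SD, cut at about 21% in these data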;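 also: 0% = DMSO alone and 100% = DMSO wells spiked with extra 5 µM PC-3 D3A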
#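 assay system = Procaspase-3 D3A mutant | signal = absorbance at 405 nm, 0 and 120 min | times = 1 h preincubation plus 2 h reaction at 25 °C | repeats = single replicate | read-out = % activation between DMSO and enzyme-spiked controls | medium = Zinc-free HEPES saline buffer with Triton X-100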
# PP5 inh: PP5 phosphatase inhibitors, primary screen, biochemical, fluorescence. Serine/threonine-protein phosphatase 5 (Homo sapiens), P53041. purified PP5c, OMFP substrate fluorescence. inhibition, % at 6.7 µM. 320,000 compounds, 0.18% hits;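 active = inhibition above the campaign's mean inhibition across all tested compounds plus 3 SD, cut at about 9.5% in these data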;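 also: 0% = DMSO only and 100% = 100 µM cantharidin control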
# Efflux pump mplx: inhibitors of Candida efflux pumps in yeast, primary screen, S. cerevisiae, Nile Red, multiplex. inhibition, % at 10 µM. S. cerevisiae Candida pump triplex. AID 485275, 2010. 330,000 compounds, 0.44% hits;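 active = plate passing quality check with inhibition over a set limit, or well fluorescence over plate mean plus 4 SD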;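 also: Nile Red retained in pooled yeast measured as flow cytometry median fluorescence; 0% = buffer negative control and 100% = Enniatin B positive control; higher means more Nile Red kept so more efflux inhibition; some compounds called inactive have numbers as strong as hits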
# procasp7 counter: procaspase-7 activators, primary screen, counter-screen for procaspase-3 activator project, biochemical, absorbance, HTS, human. AID 463210, 2010. Caspase-7 (Homo sapiens), P55210. 330,000 compounds, 0.093% hits. recombinant procaspase-7, Ac-DEVD-pNA absorbance 405 nm; D23A/D198A/D206A triple mutant, cannot self-cleave; scale: DMSO 0, 5 µM enzyme 100. activation, % at 8.5 µM;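 active = percent activation above the screen-wide mean plus 3 SD, cut at about 25% in these data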
# Target sequence (P55210 whole entry D23A/D198A/D206A): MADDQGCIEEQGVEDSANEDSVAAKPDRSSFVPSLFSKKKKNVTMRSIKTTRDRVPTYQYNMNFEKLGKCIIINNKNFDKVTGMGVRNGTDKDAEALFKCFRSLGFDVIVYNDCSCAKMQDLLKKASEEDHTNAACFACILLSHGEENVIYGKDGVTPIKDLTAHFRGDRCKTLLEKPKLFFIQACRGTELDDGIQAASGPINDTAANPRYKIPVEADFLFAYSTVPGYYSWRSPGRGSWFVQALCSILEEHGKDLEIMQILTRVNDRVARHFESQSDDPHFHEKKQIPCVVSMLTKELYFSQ
#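 System: Uncleavable procaspase-7 mutant enzyme; Amount: 2 µM procaspase-7 mutant as dispensed; Schedule: 1 h compound preincubation, 2 h substrate cleavage, 25 °C; Measured by: 405 nm absorbance of p-nitroaniline; Evaluation: percent activation from buffer-corrected 0–120 min absorbance change; Control set: low DMSO alone, high DMSO plus 5 µM PC-7.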
# core dimer inh: inhibitors of HCV core protein dimerization, primary screen, biochemical, TR-FRET, high-throughput. AID 1899, 2009. TR-FRET GST/Flag-core106 dimerization, 1536-well. 300,000 compounds, 0.33% hits. inhibition, % at 5 µM;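 active = inhibition above the mean of all tested compounds plus 3 SD, set per screening campaign, cut at about 45% in these data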
#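 Assay system – GST-tagged and Flag-tagged HCV core protein residues 1-106 · Quantity – core106 proteins, GST 13.5 nM and Flag 17 nM · Benchmarks – unlabelled core106 and no-GST-core106 wells · Read-out basis – percent inhibition of core106 dimerization signal · Detection – time-resolved FRET, ex 340 nm, em 617 and 671 nm · Schedule – 4 h at 22.5 °C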
# GASC-1 inh: inhibitors of GASC-1 histone demethylase, primary screen, biochemical, fluorescence, DELFIA europium | AID 2099, 2009 | Lysine-specific demethylase 4C (Homo sapiens), Q9H3R0 | 330,000 compounds, 0.069% hits | GST-JMJD2C(1-420) H3K9me3 demethylation | inhibition, % at 2.35 µM;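 active = more than half of a compound's replicate wells show inhibition beyond 50%, single wells judged on their own value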;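 also: signal counts dimethyl H3K9 product captured on neutravidin plate; 0% = median of DMSO wells and 100% = 0.3 times that DMSO median; strong numbers were not always called active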
# Target sequence (Q9H3R0 1-420 limits assumed): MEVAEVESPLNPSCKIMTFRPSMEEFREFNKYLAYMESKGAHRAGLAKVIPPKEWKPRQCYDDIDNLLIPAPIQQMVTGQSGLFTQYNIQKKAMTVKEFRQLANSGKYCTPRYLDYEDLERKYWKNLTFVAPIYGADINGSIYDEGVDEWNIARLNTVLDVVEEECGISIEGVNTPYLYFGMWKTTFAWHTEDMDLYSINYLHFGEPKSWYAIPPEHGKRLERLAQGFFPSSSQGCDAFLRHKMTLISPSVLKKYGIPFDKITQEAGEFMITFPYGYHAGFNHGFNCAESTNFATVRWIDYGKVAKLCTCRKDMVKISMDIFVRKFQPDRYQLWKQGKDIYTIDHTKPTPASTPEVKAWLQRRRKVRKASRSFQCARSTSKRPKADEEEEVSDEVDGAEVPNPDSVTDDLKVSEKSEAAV
# An asterisk follows results filed as active; i = inactive; · = not tested or not shown.
no.	mol	PP1 inh	TPT1 inh	Fh CTSL1 inh	proCasp3 act	PP5 inh
1	CCOC(=O)C(=CNCC(=O)OC)C(=O)OCC	0	1	7	-7	-5.9
2	O=C(NC(=S)NCCCN1CCOCC1)c1ccco1	-3	0	0	0	0.1
3	COc1ccccc1-c1c(C(F)(F)F)oc2c(CN(C)C)c(O)ccc2c1=O	-1	-4	-6	7	3.1
4	COc1ccc(CCN2C(=O)C3CC(C)=C(C)CC3C2=O)cc1OC (stereo not given)	-4	0	3	-7	0.5
5	CC(C)C(NC(=O)c1ccccc1)C(=O)OCC(=O)N1CCN(c2ccccc2)CC1 (stereo not given)	1	·	·	1	0.6
6	CC(=O)N[C@H]1[C@H](OCc2ccccc2F)O[C@H](COC(C)=O)[C@@H](OC(C)=O)[C@@H]1OC(C)=O	4	1	-1	3	-0.2
7	C[C@@H]1NC(=O)[C@H](CC(N)=O)NC(=O)c2cc([N+](=O)[O-])cc(I)c2OCC[C@@H](C(=O)NC(CC(=O)O)C(N)=O)NC1=O (stereo not given in full)	2	1	-1	-12	1.5
8	COCCCN(C(=S)Nc1ccc(C)cc1Cl)C(C)c1ccncc1 (stereo not given)	-1	-1	1	-8	1.0
9	OCCN1CCN(c2ncnc3nc[nH]c23)CC1	0	0	0	8	0.0
10	Cc1nc2ccccc2c(=O)n1/N=C/c1ccccc1	-6	-2	0	-2	-1.3

no.	Efflux pump mplx	procasp7 counter	core dimer inh	GASC-1 inh
1	0.0	0	1	0
2	-0.1	-13	2	3
3	-0.1	-9	1	-13
4	-0.1	-3	-5	-13
5	0.2	4	·	3
6	0.1	4	-1	5
7	0.2	-8	-4	6
8	0.1	5	-5	-2
9	0.1	-3	-1	83
10	0.0	1	12	3

# (further entries)
no.	mol	PP1 inh	TPT1 inh	Fh CTSL1 inh	proCasp3 act	PP5 inh
11	Cc1cc(C(=O)NCc2ccc3c(c2)OCO3)ccc1[N+](=O)[O-]	-1	6	3	2	-0.9
12	Cc1ccc(-c2c(C(=O)N/N=C/c3cccs3)nnn2-c2nonc2N)cc1	-2	0	2	0	1.6
13	Cc1ccc(OCC(=O)NNC(=O)c2cc3ccccc3o2)cc1	-4	-3	-15	8	1.4
14	CC1(C)CC(=O)C/C(=N/Nc2nc3ccccc3s2)C1	1	0	-3	1	-0.3
15	COc1ccc(/C=N/Nc2ccc(C(F)(F)F)cc2[N+](=O)[O-])cc1	-1	62*	2	-8	-0.8
16	Cn1nccc1C(=O)N/N=C/c1cccnc1	-2	-5	3	1	-0.1
17	Cn1c(C(O)c2ccc(Cl)cc2)nc(Cl)c1Cl (stereo not given)	-3	0	-6	-2	-0.1
18	O=C(CSc1nnc(COc2ccc(Br)cc2)o1)NC1CCCCC1	-1	0	2	8	2.7
19	COc1ccc(N/C=C2/CCCCC2=O)cc1	3	0	5	3	0.9
20	CCC1CCCCN1CCCNC(=O)C1CCN(Cc2nc(-c3ccc(Cl)cc3)oc2C)CC1 (stereo not given)	-2	-4	1	-3	-1.2

no.	Efflux pump mplx	procasp7 counter	core dimer inh	GASC-1 inh
11	-0.1	1	0	-2
12	0.0	-4	-1	18
13	0.1	-7	-4	0
14	-0.3	2	6	-7
15	0.1	-4	3	-2
16	-0.2	-13	-6	0
17	0.1	1	10	6
18	0.0	0	9	4
19	0.0	-4	5	34
20	-0.1	4	-2	0

# (continued)
no.	mol	PP1 inh	TPT1 inh	Fh CTSL1 inh	proCasp3 act	PP5 inh
21	O=C(CCCCC(=O)NC1CCCC1)NC1CCCC1	-4	-3	-2	9	-0.8
22	COCCCNCC(=O)Nc1sc(C)c(C)c1C(=O)OC	1	-6	3	8	-0.6
23	O=c1onc(-c2ccccc2Cl)n1-c1ccccc1Cl	-4	-1	3	4	3.5
24	CCCNc1c(NS(=O)(=O)c2ccc(C(C)(C)C)cc2)c(=O)oc2ccccc12	2	-2	3	-1	1.0
25	O=C(CCC(=O)N1CCN(C2CCCCC2)CC1)Nc1nnc(C(F)(F)F)s1	0	-4	-1	-3	2.1
26	CCSc1nnc(NC(=O)CCc2ccc(OC)cc2)s1	3	-4	-4	11	2.6
27	CCOc1ccc(C(C(=O)NCC2CCCO2)N(Cc2cccs2)C(=O)c2snc(C(N)=O)c2N)cc1 (stereo not given)	-1	3	4	-4	-1.5
28	CC1Cc2ccccc2N1C(=O)COC(=O)CNC(=O)c1ccc(Br)o1 (stereo not given)	-2	-1	-15	-6	1.3
29	Cc1ccc(S(=O)(=O)NC(C(=O)Oc2ccc3ccc(=O)oc3c2)c2ccccc2)cc1 (stereo not given)	-2	1	4	14	-5.2
30	COc1cccc(NC(=O)COC(=O)CNS(=O)(=O)c2c(F)cccc2F)c1	-2	0	-14	9	-2.4

no.	Efflux pump mplx	procasp7 counter	core dimer inh	GASC-1 inh
21	0.0	0	3	-8
22	0.0	1	2	10
23	0.0	1	-1	-8
24	-0.4	0	4	-3
25	0.0	4	0	16
26	0.0	1	-8	-9
27	-0.2	-4	-4	i
28	-0.1	9	-4	-4
29	-0.1	6	-4	0
30	-0.1	11	11	13

# Next section, starting with the last six of the part before.
no.	mol	PP1 inh	TPT1 inh	Fh CTSL1 inh	proCasp3 act	PP5 inh
25	O=C(CCC(=O)N1CCN(C2CCCCC2)CC1)Nc1nnc(C(F)(F)F)s1	0	-4	-1	-3	2.1
26	CCSc1nnc(NC(=O)CCc2ccc(OC)cc2)s1	3	-4	-4	11	2.6
27	CCOc1ccc(C(C(=O)NCC2CCCO2)N(Cc2cccs2)C(=O)c2snc(C(N)=O)c2N)cc1 (stereo not given)	-1	3	4	-4	-1.5
28	CC1Cc2ccccc2N1C(=O)COC(=O)CNC(=O)c1ccc(Br)o1 (stereo not given)	-2	-1	-15	-6	1.3
29	Cc1ccc(S(=O)(=O)NC(C(=O)Oc2ccc3ccc(=O)oc3c2)c2ccccc2)cc1 (stereo not given)	-2	1	4	14	-5.2
30	COc1cccc(NC(=O)COC(=O)CNS(=O)(=O)c2c(F)cccc2F)c1	-2	0	-14	9	-2.4
31	O=C(Nc1cccc(S(=O)(=O)N2CCOCC2)c1)c1ccc(Cl)c([N+](=O)[O-])c1	-5	1	-2	1	-1.7
32	CCN(CC)S(=O)(=O)c1ccc(N2CCOCC2)c(NC(=O)c2ccc3ccccc3c2)c1	1	-1	0	5	2.6
33	CCCCNC(=O)CCCCCNS(=O)(=O)c1ccc(OC)cc1	-5	0	4	6	0.8
34	O=C(Nc1cccc(-c2nnco2)c1)c1cccs1	-2	-3	-2	-5	-1.8
35	Oc1ccc(Br)cc1-c1ccn[nH]1	-1	1	-5	3	2.8
36	Brc1ccc(-c2csc(NC3=NCCCCC3)n2)cc1	-1	1	4	13	0.6
37	N#CCCn1ccc(NC(=O)c2ccc(Cl)cc2)n1	-1	-5	-4	-3	1.5
38	O=c1[nH]cnc2sc3c(c12)CCCCC3	-8	4	7	3	-2.0
39	Cc1ccc2oc(=O)c3cnn(CC(=O)NC4CCCCC4C)c3c2c1 (stereo not given)	-2	-7	2	3	-0.2
40	OC[C@H]1O[C@@H](Oc2cc(O)cc(/C=C/c3ccc(O)cc3)c2)[C@H](O)[C@@H](O)[C@@H]1O	1	-5	1	6	-1.6

no.	Efflux pump mplx	procasp7 counter	core dimer inh	GASC-1 inh
25	0.0	4	0	16
26	0.0	1	-8	-9
27	-0.2	-4	-4	i
28	-0.1	9	-4	-4
29	-0.1	6	-4	0
30	-0.1	11	11	13
31	-0.3	-4	2	63
32	0.1	2	15	4
33	0.0	1	-4	0
34	-0.2	5	-7	5
35	-0.1	1	2	-33
36	7.6*	-1	-1	-10
37	0.1	8	-2	19
38	-0.1	12	-3	3
39	0.2	-5	-13	0
40	-0.4	0	-4	3

# (listing goes on)
no.	mol	PP1 inh	TPT1 inh	Fh CTSL1 inh	proCasp3 act	PP5 inh
41	O=C1CC(N2CCN(c3ccccn3)CC2)C(=O)N1CC(c1ccccc1)c1ccccc1 (stereo not given)	1	-2	2	-3	0.6
42	C=CCOc1ccccc1CN1CCC(Oc2ccc(C(=O)N3CCCC3)cc2)CC1	-5	-3	-2	4	2.4
43	CC(C)(C)n1nc2c(c1NC(=O)c1cccs1)CS(=O)C2 (stereo not given)	-1	1	7	4	-0.5
44	COc1ccccc1NS(=O)(=O)c1ccc(Cl)c(NC(=O)c2sc3cc(Cl)ccc3c2Cl)c1	-3	0	-1	4	0.8
45	COc1cccc(/C=N/NC(=O)CO/N=C(\C)c2cccs2)c1OC	-1	-6	-5	11	3.3
46	COCCNC(=O)c1onc(CSc2cccc(Cl)c2)c1C(=O)O	-2	3	-1	0	-1.2
47	COc1ccc(Sc2nc(-c3ccccc3)ncc2C(=O)O)cc1	-2	2	3	0	2.4
48	CSCCC(NC(=O)c1ccc(Cl)cc1)C(=O)OCC(=O)Nc1cc(Cl)ccc1C#N (stereo not given)	3	-1	-2	2	0.5
49	O=C(CCc1n[nH]c(=O)[nH]c1=O)N1CCCCC1	-2	13	-10	1	-4.3
50	Cc1cc2nc(-c3ccc(=O)[nH]c3)n(Cc3ccccc3)c2cc1C	4	2	2	-7	0.2

no.	Efflux pump mplx	procasp7 counter	core dimer inh	GASC-1 inh
41	0.1	-18	-4	-2
42	-0.1	9	1	-11
43	0.1	-3	-1	-25
44	0.0	1	1	9
45	-0.1	3	1	-3
46	-0.1	7	6	-1
47	0.0	8	9	12
48	0.0	4	8	1
49	0.6	-5	4	-8
50	-0.1	3	-15	-1

# Additional entries:
no.	mol	PP1 inh	TPT1 inh	Fh CTSL1 inh	proCasp3 act	PP5 inh
51	O=C(O)C1C2C=CC3(O2)C1C(=O)N1c2ccccc2COC13 (stereo not given)	2	-4	0	2	0.3
52	Cc1nn(-c2ccccc2)c(C)c1/C=N/NC(=O)c1cnccn1	-6	1	0	4	1.4
53	CC(=O)Nc1ccc(S(=O)(=O)N(C)CC(=O)OCC(=O)Nc2cc(C)on2)cc1	-5	·	·	-2	-1.9
54	COC(=O)NNC(=O)Cc1cccc2ccccc12	-5	-3	9	3	-6.1

no.	Efflux pump mplx	procasp7 counter	core dimer inh	GASC-1 inh
51	0.0	-5	0	4
52	0.1	5	-1	1
53	0.0	-2	·	3
54	-0.1	5	-3	-6
